CHOP inh: inhibitors of CHOP promoter induction, primary screen, cell-based, unfolded protein response, luciferase reporter; actives 3.8% (n = 220,000); CHO-K1 CHOP-promoter luciferase, tunicamycin-induced, 15-18 h; inhibition, % at 10 µM;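 active means compounds that reduced the stress-induced luciferase reporter signal by more than about 70% of percent inhibition, limit read from the data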;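 further: 0% = tunicamycin plus vehicle and 100% = wells without tunicamycin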
TRPML3 ag: human TRPML3 channel agonists, primary screen, cell-based, HEK293 TRPML3-YFP, Fluo-8 calcium fluorescence, 3 µM; Mucolipin-3 (Homo sapiens), Q8TDD5; 100% = the carbachol control signal; activation, % at 3 µM; actives 0.29% (n = 220,000); AID 1448, 2008;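 active means activation above its plate's cutoff, the mean activation of the plate's test wells plus 3 SD, cut at about 12% in these data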;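 further: 0% = DMSO only wells and 100% = carbachol wells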
Target sequence (Q8TDD5 whole entry, looked up): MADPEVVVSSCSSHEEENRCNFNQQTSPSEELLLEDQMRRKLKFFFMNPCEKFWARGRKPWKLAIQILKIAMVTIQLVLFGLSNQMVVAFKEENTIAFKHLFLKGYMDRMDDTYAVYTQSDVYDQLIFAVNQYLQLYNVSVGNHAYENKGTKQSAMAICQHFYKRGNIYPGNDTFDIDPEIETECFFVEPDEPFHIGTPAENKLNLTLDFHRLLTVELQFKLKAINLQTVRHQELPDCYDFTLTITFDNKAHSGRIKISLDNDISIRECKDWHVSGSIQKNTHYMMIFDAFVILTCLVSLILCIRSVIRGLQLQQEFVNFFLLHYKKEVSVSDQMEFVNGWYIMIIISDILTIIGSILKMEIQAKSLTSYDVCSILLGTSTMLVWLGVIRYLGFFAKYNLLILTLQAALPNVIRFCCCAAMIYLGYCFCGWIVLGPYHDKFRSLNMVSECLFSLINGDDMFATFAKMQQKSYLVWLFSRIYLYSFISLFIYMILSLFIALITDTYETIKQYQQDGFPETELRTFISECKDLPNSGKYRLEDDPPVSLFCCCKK
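Test system – HEK293 line with stable expression of human TRPML3-YFP channel · Control set – carbachol 87 µM final as high control (100%), DMSO as low control (0%) · Signal – Fluo-8 calcium dye fluorescence, ex 470-495, em 515-575 nm · Incubation – 1-h 37 °C dye load, 5-s basal, 120-s post-compound reads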
EBV gp42 inh: Epstein-Barr virus gp42 inhibitors, primary screen, biochemical, uHTS, fluorescence polarization | Fluorescence polarization binding assay, mP read-out | inhibition, % (tested at 21.74 µM) | actives 0.42% (n = 220,000); in the data active means inhibition above about 50%
PPC-1+TRAIL kill: compounds killing PPC-1 cancer cells with TRAIL present, primary screen, TRAIL potentiator project, ATPLite luminescence, uHTS | AID 1443, 2008 | cell killing (% activity), % at 4 µM | PPC-1 cells + TRAIL, ATPLite viability luminescence | actives 0.41% (n = 220,000);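 active means cell killing above 50% in the first pass at 4 µM, then a duplicate retest at 5 µM averaging 50% or more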;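 further: plate controls were cells with TRAIL plus DMSO for no effect and medium-only wells lacking cells for full effect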
TNF necrop inh: inhibitors of TNF-alpha triggered necroptosis, primary screen, cell-based, Jurkat FADD-/-, single concentration. activation (protection from cell death), % at 10 µM. AID 463075, 2010. actives 0.068% (n = 220,000). Jurkat FADD-/- TNF necroptosis rescue, ATP luminescence, 24 h; 0 = TNF only, 100 = no-TNF cells;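 active means activation, meaning protection from cell death, of at least 50% relative to plate controls; inactive means activation below 50%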;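 further: necroptosis triggered by 40 ng/mL TNF-alpha added together with compound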
Runt-SMMHC FRET: inhibitors of RUNX1 Runt–CBFb-SMMHC binding, primary screen, biochemical, FRET, Cerulean-Runt, Venus-CBFb-SMMHC, uHTS; Runt-related transcription factor 1 (Homo sapiens) + Core-binding factor subunit beta …; Cerulean-Runt/Venus-CBFb-SMMHC FRET ratio 530/480, 1 h; inhibition, % at 20 µM; actives 0.74% (n = 220,000); AID 1434, 2008;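 active means mean inhibition across duplicate retests at 20 µM reaching about 50%, limit read from the data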;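 further: 0% = DMSO wells and 100% = wells with excess untagged CBFb-SMMHC; inhibitors lower the FRET ratio by blocking Runt binding to CBFb-SMMHC; some results filed as inactive read as strong as hits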
NCF1 inh: p47phox/p22phox peptide binding inhibitors, primary screen, biochemical, uHTS, NADPH oxidase regulatory subunit; Neutrophil cytosol factor 1 (Homo sapiens), P14598; fluorescence polarization, 2 h; inhibition, % at 24.7 µM; actives 0.53% (n = 220,000);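 active means inhibition above about 30%, limit read from the data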;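 further: 0% = p47phox with labelled peptide and 100% = labelled peptide alone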
Target sequence (P14598 whole entry, looked up): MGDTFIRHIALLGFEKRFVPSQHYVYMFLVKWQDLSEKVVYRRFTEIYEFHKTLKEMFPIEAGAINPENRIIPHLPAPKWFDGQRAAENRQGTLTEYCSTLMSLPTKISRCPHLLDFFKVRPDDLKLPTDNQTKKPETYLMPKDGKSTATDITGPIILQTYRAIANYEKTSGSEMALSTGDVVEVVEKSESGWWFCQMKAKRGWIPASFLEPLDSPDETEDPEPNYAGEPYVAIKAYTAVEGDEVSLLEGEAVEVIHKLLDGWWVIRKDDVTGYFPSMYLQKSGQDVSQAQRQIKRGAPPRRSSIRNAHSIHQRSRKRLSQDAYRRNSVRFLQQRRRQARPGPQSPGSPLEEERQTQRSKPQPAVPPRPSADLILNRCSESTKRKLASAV
MDM2 E3 inh: MDM2-luciferase reporter signal enhancers, primary screen, MDM2 E3 ligase inhibitor project, cell-based, luminescence, 1536-well; cell-based MDM2 ubiquitination luciferase reporter, 2 h; 0 = plate control, 100 = twice control, blank-subtracted; signal enhancement, % at 5 µM; actives 0.11% (n = 210,000);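 active means signal enhancement of 30% or more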;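 further: luminescence tracks abundance of the self-degrading MDM2-luciferase fusion protein; higher signal means inhibition of MDM2 E3 ligase activity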
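Buffer or medium: Cells held in DMEM | Assay system: Stable mammalian line carrying autodegrading MDM2–luciferase fusion reporter | Quantity: 2000 cells/well | Times: 4 h settle plus 2 h compound, 37 °C | Doses: One concentration, 5 µM, with 0.2% DMSO | Technique: Luminescence with SteadyLite reagent, 15 min at room temperature | Benchmarks: Plate controls and plate blanks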
zfTRPN1 agonist: zebrafish TRPN1 channel agonists, primary screen, cell-based, HEK293, calcium fluorescence | activation, % at 3 µM | transient receptor potential cation channel N1 (TRPN1/NompC), Danio rerio | actives 0.18% (n = 220,000) | AID 1424, 2008 | HEK293 zebrafish TRPN1-YFP, Fluo-8 calcium fluorescence; 100% = response to 87 µM carbachol;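 active means activation above its plate's cutoff, the mean activation of test wells on that plate plus 3 SD, cut at about 19% in these data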;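 further: 0% = DMSO alone and 100% = 87 µM carbachol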
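Assay system: Zebrafish TRPN1-YFP in HEK293 cells | Incubation: Dye loading 1 h at 37 °C, then 30 min room temperature | Measured by: Kinetic Fluo-8 fluorescence, ex 470-495, em 515-575 nm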
* hit, by the source's call; . = no result given; [ ] = dose if it differs, or a comment.

Results follow in this order: CHOP inh, TRPML3 ag, EBV gp42 inh, PPC-1+TRAIL kill, TNF necrop inh, Runt-SMMHC FRET, NCF1 inh, MDM2 E3 inh, zfTRPN1 agonist
(1) CCOc1ccc(NC(=O)Cn2nnc(C(=O)NCCc3ccc(OC)c(OC)c3)c2N)cc1
 : 36, -0.2, -12, -6, -2.6, 4, -6, -17, -1.6
(2) O=C(NC(c1ccccc1)c1ccccc1)c1ccc(=O)[nH]n1
 : 15, -0.5, -8, 7, -0.6, 1, -6, -7, -0.8
(3) CC1C(C(=O)Nc2ccccc2)CCCC1(C)C(=O)O (centres undefined)
 : 8, 0.2, -1, -3, -1.0, 0, -4, -15, 1.2
(4) O=C(NCc1ccc2c(c1)OCO2)c1ccc(N2CCCCCC2)c([N+](=O)[O-])c1
 : 2, 0.9, -12, 4, -0.6, 0, -3, -9, -1.2
(5) Cc1cc(C(=O)NCc2ccco2)no1
 : -12, 1.0, -11, 15, -2.2, -3, -3, -3, 0.1
(6) Cc1ccc2nc(NCCC(=O)O)nc(-c3ccccc3)c2c1
 : -13, 0.5, -11, 17, 0.0, 90*, -12, 0, 2.0
(7) CCOC(=O)c1c(/N=C/C2=C(O)CC(C)(C)CC2=O)sc(C)c1C
 : 58, 0.6, 17, 7, 0.2, -20, -10, 5, -2.1
(8) Cc1cc(NC(=O)CSc2nc3cc(Cl)ccc3s2)no1
 : 55, 0.7, -10, -3, 0.3, -2, -13, -39, -0.1
(9) COC(=O)c1c[nH]c(=O)c2ccccc12
 : -5, -0.6, -3, 14, -0.8, -1, -1, -8, 1.3
(10) CC1CCN(C(=O)CSc2nnc(-c3ccco3)o2)CC1
 : 28, 0.0, -11, 5, -0.8, 1, -13, -12, 1.3
(11) CC1CCc2sc(C(=O)NN)cc2C1 (centres undefined)
 : -8, 0.5, -2, 11, 0.4, -5, -8, -1, 0.3
(12) Cc1onc(-c2ccccc2)c1C(=O)NCC1CCCO1 (centres undefined)
 : 15, 0.3, -12, 12, 0.9, -3, -3, -4, 1.4
(13) COc1ccc(-n2cc(CNCC3CCOCC3)c(-c3cccc(F)c3)n2)cc1
 : 12, 2.9, -7, 7, 1.5, 0, 2, -8, 0.2
(14) O=C(Nc1ncc2c(n1)-c1ccccc1CC2)c1ccccc1
 : 23, -0.9, 3, 11, -8.1, 0, -9, 2, -1.4
(15) CC(C)(C)NCC(O)COc1ccccc1C(=O)CCc1ccccc1 (centres undefined)
 : 15, 1.4, -4, -2, 1.8, 0, -11, -22, 1.5
(16) CCN1CCCC1CNC(=O)Cn1cccc1C(=O)c1ccccc1C (centres undefined)
 : 21, 0.6, 1, 15, 0.5, 2, -7, -16, -0.3
(17) CN1CC(=O)N(CC(=O)NCc2ccc(F)cc2)c2ccccc2C1=O
 : -19, 0.3, -15, 20, -1.5, 2, -5, -4, 1.7
(18) CCN(CC)CC#CC(O)(c1ccccc1)c1ccccc1
 : 3, 0.7, -8, ., 1.5, ., -19, -15, 0.8
(19) Cc1cccc(N2CCN(C(=O)N3CCOCC3)CC2)c1C
 : 16, 0.2, 6, 19, -6.8, 0, 8, -1, -0.5
(20) COc1cc(CNc2ccc3[nH]c(=O)[nH]c3c2)ccc1OCC(=O)NC(C)(C)C
 : -1, 0.7, 11, -20, -1.5, -14, 7, -3, 1.3

The results go on:
Results follow in this order: CHOP inh, TRPML3 ag, EBV gp42 inh, PPC-1+TRAIL kill, TNF necrop inh, Runt-SMMHC FRET, NCF1 inh, MDM2 E3 inh, zfTRPN1 agonist
(21) CCOC(=O)C1(CC2CC2)CCN(S(=O)(=O)C[C@]23CC[C@H](CC2=O)C3(C)C)CC1
 : 7, 2.6, -2, 2, 0.0, -4, -7, -89, 2.9
(22) O=C(Nc1ccc(S(=O)(=O)N2CCOCC2)cc1)C1COc2ccccc2O1 (centres undefined)
 : 3, 0.0, -5, -27, 1.7, 3, -5, -5, 0.4
(23) COC(=O)c1cc(C(=O)Nc2cc(C)ccn2)cc([N+](=O)[O-])c1
 : 11, -0.4, -20, 5, 0.7, 12, -6, -21, -0.6
(24) O=C(CSc1nnc(-c2cccs2)n1-c1ccccc1)N1CCCc2ccccc21
 : 31, 0.2, -10, 5, 0.2, 0, 21, 3, -1.2
(25) O=C(Nc1ccc(OC(F)(F)F)cc1)Oc1ccccc1N1CCOCC1
 : -18, 2.1, -16, 22, 2.9, 2, -14, -13, 3.4
(26) Cc1cccc(Sc2nc(-c3ccccc3)ccc2C#N)c1
 : 0, 0.3, -29, 30, -1.2, -2, -4, -9, 0.6
(27) O=C(N/N=C/c1ccc(Cl)cc1Cl)C(=O)NC1CC1
 : 68, 0.7, -5, 0, -0.8, 1, -4, -48, 0.4
(28) Cn1c(N)c(C(=O)Nc2ccc3ccccc3c2)sc1=S
 : -21, 0.7, -43, 14, -5.3, 8, -32, -23, 1.4
(29) COc1ccc(N2CC(C(=O)NCCc3ccc(OC)c(OC)c3)CC2=O)cc1 (centres undefined)
 : 2, 0.3, 1, -9, -3.6, 3, -9, 4, 1.9
(30) O=C(Nc1cc(N2CCCCC2)ncn1)c1ccccc1
 : -13, 0.3, -10, 9, 1.9, 0, -1, 2, -0.8
(31) CCO[C@H]1OC(C(=O)Nc2ccccc2)=C[C@@H](c2ccc(Br)cc2)[C@@H]1CCCO
 : 21, 0.5, -6, -10, 0.0, 1, -15, ., -1.1
(32) COC(=O)c1sccc1NC(=O)Nc1cc(C)ccc1C
 : 20, 0.7, -9, -3, -0.4, 2, -3, -2, 0.3
(33) O=C(NCCCN1CCOCC1)c1c(F)cccc1F
 : -12, 0.1, -12, 8, 0.7, -2, -17, -15, 1.4
(34) COc1ccc(OC)c(NC(=O)CSc2nnc(N)s2)c1
 : 20, 0.8, -3, 20, -0.6, 0, 6, -4, -0.7
(35) O=C(NCc1ccncc1)c1cc(C(=O)C2CCCCC2)c[nH]1
 : 10, 1.9, -14, -7, 0.4, -3, 2, 13, 2.5
(36) CCCc1nnc2n1N=C(c1ccc(-c3cc(Cl)ccc3Cl)o1)CS2
 : 15, 0.7, -20, 19, 0.2, -1, -9, 0, 0.4
(37) CCc1ccccc1NC(=O)CN(C)C(=O)CSc1nc2cc(Cl)ccc2s1
 : 19, 0.7, -6, 20, 0.6, -8, -9, 6, 1.4
(38) CCOC(=O)Cc1csc(NC(=O)c2ccc(S(=O)(=O)N3CCCC3)cc2)n1
 : -11, 4.2, -22, 1, -9.2, 2, -8, -22, 8.8
(39) CC(=O)N[C@@H](C)C(=O)OC(C)C(=O)Nc1cccc([N+](=O)[O-])c1 (some centres undefined)
 : 23, 0.8, -19, 4, 0.4, -4, -1, -58, -1.2
(40) S=c1[nH]nc(-c2ccco2)n1/N=C/c1ccc(Cl)c(Cl)c1
 : 5, 1.1, 19, 14, 1.0, 10, -2, -16, 0.3

Other entries
Results follow in this order: CHOP inh, TRPML3 ag, EBV gp42 inh, PPC-1+TRAIL kill, TNF necrop inh, Runt-SMMHC FRET, NCF1 inh, MDM2 E3 inh, zfTRPN1 agonist
(41) NS(=O)(=O)c1ccc(CCNC(=O)Cc2c[nH]c3ccccc23)cc1
 : -24, 0.1, 1, -8, 2.8, 2, -7, -2, -0.3
(42) CC(C)(C)CC(C)(C)NCC(=O)Nc1c2c(nc3ccccc13)CCC2
 : 1, 0.2, 1, 1, 1.6, 1, -1, -10, -1.2
(43) Cc1ccc2nsnc2c1S(=O)(=O)N(Cc1cc2cccc(C)c2[nH]c1=O)CC1CCCO1 (centres undefined)
 : 2, 1.1, -34, 12, -8.5, -2, -9, -10, -0.2
(44) O=C(O)CCCCCNS(=O)(=O)c1cccc2c1C(=O)c1ccccc1C2=O
 : -12, 0.5, -6, 10, -2.2, -6, 2, -18, 0.9
(45) CCOc1cc(CNc2ccc(N3CCOCC3)cc2)cc(Br)c1OCC
 : 20, -0.6, -1, 8, 0.8, 0, 0, -6, -0.9
(46) Cc1ccc(SC[C@H](c2ccccc2)N2CCN(C)CCC2=O)cc1
 : -27, ., -10, 13, 0.7, 0, -7, 9, .
(47) Cc1cc(Br)ccc1OCC(=O)NNC(=O)C(=O)Nc1ccccc1
 : -23, 0.2, -17, 3, 0.6, -5, 2, 1, -1.0
(48) O=c1[nH]c(C2C3CC4CC(C3)CC2C4)nc2ccccc12 (centres undefined)
 : 73*, 0.4, -10, -8, 2.6, 8, -1, -21, -1.3
(49) c1ccc(CNc2ncnc3c2oc2ccccc23)nc1
 : 12, 0.2, -14, -14, 0.7, 3, -11, -13, 0.9
(50) CC(C)c1ccc(NC(=S)NC2CCCCCC2)cc1
 : 51, 0.9, -5, 4, -10, 4, -4, -12, -0.9
(51) CSC(=NCc1ccco1)NC#N
 : -8, 0.9, -11, 12, -1.1, -1, 4, -15, 1.2
(52) COc1ccc(Br)cc1/C=C/C(=O)c1ccc(NC(C)=O)cc1
 : -20, 2.2, 17, 4, -7.2, -14, 7, -12, 2.5
(53) Nc1ccc(-c2nc3ccc(N)cc3o2)cc1
 : 41, -0.5, -21, 44[5 µM], -7.4, -4, -2, -40, 1.4
(54) S=c1[nH]c(-c2ccc(Cl)cc2)cs1
 : -3, 0.0, -9, 17, 0.3, 35, -3, -5, -1.4

One compound at a time, from the list above. Values in the order: CHOP inh	TRPML3 ag	EBV gp42 inh	PPC-1+TRAIL kill	TNF necrop inh	Runt-SMMHC FRET	NCF1 inh	MDM2 E3 inh	zfTRPN1 agonist
CC(C)(C)CC(C)(C)NCC(=O)Nc1c2c(nc3ccccc13)CCC2 in the list: 1	0.2	1	1	1.6	1	-1	-10	-1.2
O=c1[nH]c(C2C3CC4CC(C3)CC2C4)nc2ccccc12 (centres undefined) in the list: 73*	0.4	-10	-8	2.6	8	-1	-21	-1.3
NS(=O)(=O)c1ccc(CCNC(=O)Cc2c[nH]c3ccccc23)cc1 in the list: -24	0.1	1	-8	2.8	2	-7	-2	-0.3
